FadD28 binding: inhibitors of Mycobacterium tuberculosis FadD28 bisubstrate binding. FadD28 bisubstrate probe binding, fluorescence polarization. inhibition, % at 12.5 µM. 360,000 tested, 0.22% active. AID 588549; in the data active = inhibition above about 8.5%, passing the limit was not always enough; inconclusive = no clear call, values can overlap the other calls
BioA inh: BioA (M. tuberculosis) enzyme inhibition; purified M. tuberculosis BioA enzyme, plate reader; inhibition, % at 9.99 µM; 360,000 tested, 0.096% active; AID 602481; in the data active = inhibition above about 40%; inconclusive = no clear call, values can overlap the other calls
PfHsp40 yeast: compounds rescuing yeast from Plasmodium falciparum HSP40 toxicity; 340,000 tested, 0.68% active; growth rescue, % at 12.5 µM; S. cerevisiae expressing PfHsp40, growth rescue, ATP luminescence; in the data active = growth rescue above about 28%, passing the limit was not always enough; inconclusive = no clear call, values can overlap the other calls;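 also: yeast W303a lacking pdr1 and pdr3 grown in galactose medium; growth measured after three days at 30 °C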
Anthrax LF prot: inhibitors of Bacillus anthracis lethal factor protease | P15917 | multiplex microsphere protease cleavage assay, LF | inhibition, % at 10 µM | 360,000 tested, 0.12% active; also: plate controls were buffer without enzyme for full effect and enzyme alone for no effect
GDH-TPI counter: inhibits GDH-TPI coupling enzymes, artifact for Mtb FBA screen | GDH-TPI coupled enzyme counterscreen, NADH absorbance | inhibition, % at 4.8 µM | 360,000 tested, 1.2% active; in the data active = inhibition above about 30%;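 also: 0% = DMSO wells and 100% = wells lacking the enzyme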
BoNT-F LC inh: blocks Botulinum neurotoxin F light chain protease; inhibition, % at 10 µM; AID 588497; Multiplex microsphere protease cleavage assay, flow cytometry; 360,000 tested, 0.22% active; in the data active = inhibition above about 35%, passing the limit was not always enough; inconclusive = no clear call, values can overlap the other calls; also: plate controls were buffer without enzyme for full effect and enzyme alone for no effect
BoNT A protease: BoNT A light chain protease inhibition | multiplex microsphere protease substrate cleavage, flow cytometry | inhibition, % at 10 µM | 360,000 tested, 0.17% active; also: plate controls were buffer without enzyme for full effect and enzyme alone for no effect
UGM FP inh: Mtb UDP-galactopyranose mutase inhibition. purified UGM, fluorescence polarization probe displacement. 320,000 tested, 0.06% active. inhibition, % at 10 µM. P9WIQ1; in the data active = inhibition above about 10%, passing the limit was not always enough; inconclusive = no clear call, values can overlap the other calls
Target sequence (P9WIQ1 whole entry, looked up): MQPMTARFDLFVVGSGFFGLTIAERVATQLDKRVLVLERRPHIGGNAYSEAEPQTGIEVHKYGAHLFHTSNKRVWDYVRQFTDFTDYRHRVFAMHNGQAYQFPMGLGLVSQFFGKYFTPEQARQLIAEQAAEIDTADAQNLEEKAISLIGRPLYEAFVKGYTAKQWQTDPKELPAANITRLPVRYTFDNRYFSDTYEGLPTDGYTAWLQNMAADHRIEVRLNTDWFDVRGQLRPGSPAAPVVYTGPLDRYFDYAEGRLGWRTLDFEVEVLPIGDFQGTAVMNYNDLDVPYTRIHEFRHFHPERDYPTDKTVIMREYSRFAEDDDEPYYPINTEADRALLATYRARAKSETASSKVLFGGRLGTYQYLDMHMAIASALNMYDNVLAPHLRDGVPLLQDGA
FBA Mtb inh: inhibitors of M. tuberculosis fructose-bisphosphate aldolase; inhibition, % at 1 µM; purified M. tuberculosis FBA, fluorescence read-out; P9WQA3; 360,000 tested, 2.3% active; in the data active = inhibition above about 27%;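 also: 0% = vehicle and 100% = reference inhibitor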
Target sequence (P9WQA3 whole entry, looked up): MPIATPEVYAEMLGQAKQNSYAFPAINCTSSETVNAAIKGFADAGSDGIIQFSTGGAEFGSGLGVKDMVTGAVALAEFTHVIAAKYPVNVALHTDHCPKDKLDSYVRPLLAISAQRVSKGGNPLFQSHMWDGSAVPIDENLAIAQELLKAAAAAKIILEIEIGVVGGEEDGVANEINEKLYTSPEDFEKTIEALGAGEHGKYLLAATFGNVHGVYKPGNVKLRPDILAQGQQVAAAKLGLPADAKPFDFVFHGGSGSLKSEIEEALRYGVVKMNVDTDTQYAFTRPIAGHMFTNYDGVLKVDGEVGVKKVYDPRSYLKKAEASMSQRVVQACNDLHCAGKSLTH
The depositor's hits bear a star; ? = inconclusive; . = no result given; + = active, no number; & = joins results of further samples. Rule as the data show it, unless noted: active = inhibition above about 30%; inconclusive = no clear call, values can overlap the other calls; inactive = below that.

Sample of the layout (four entries):
Every second line gives: FadD28 binding	BioA inh	PfHsp40 yeast	Anthrax LF prot	GDH-TPI counter	BoNT-F LC inh	BoNT A protease	UGM FP inh	FBA Mtb inh
> Cc1cc(C)cc(NC(=O)CN2C(=O)c3ccccc3C2=O)c1
→ 1.9	-0.6	-0.7	-8	-4	23	1.9	-2.3	1
> CCOC(=O)C1CCN(Cc2c(C(=O)N3CCOCC3)nc3c(C)cccn23)CC1
→ 1.3	-5.3	0.7	4	-7	-4	-2.3	0.1	8
> COC(=O)C1=C(O)/C(=C\c2ccc(OCC(=O)Nc3ccccc3)cc2)N=C1C
→ -1.7	-0.6	0.3	2	3	0	0.5	-1.9	-1
> COc1ccccc1Nc1ncc(C(C)=O)c(C)n1
→ -3.9	0.9	2.1	-2	20	2	-0.1	0.3	0

The listing, from the first entry:
Every second line gives: FadD28 binding	BioA inh	PfHsp40 yeast	Anthrax LF prot	GDH-TPI counter	BoNT-F LC inh	BoNT A protease	UGM FP inh	FBA Mtb inh
> Cc1cc(C)cc(NC(=O)CN2C(=O)c3ccccc3C2=O)c1
→ 1.9	-0.6	-0.7	-8	-4	23	1.9	-2.3	1
> CCOC(=O)C1CCN(Cc2c(C(=O)N3CCOCC3)nc3c(C)cccn23)CC1
→ 1.3	-5.3	0.7	4	-7	-4	-2.3	0.1	8
> COC(=O)C1=C(O)/C(=C\c2ccc(OCC(=O)Nc3ccccc3)cc2)N=C1C
→ -1.7	-0.6	0.3	2	3	0	0.5	-1.9	-1
> COc1ccccc1Nc1ncc(C(C)=O)c(C)n1
→ -3.9	0.9	2.1	-2	20	2	-0.1	0.3	0
> Cc1nc(C(F)(F)F)ccc1C(=O)N1CCC1(C)C(=O)NS(=O)(=O)c1cccc(Cl)c1 (stereo unspecified)
→ 0.3	-0.6	.	4	13	-4	-0.3	.	8
> CC1CCCCC1NC(=O)Cn1cccc1C(=O)c1ccccc1 (stereo unspecified)
→ 0.4	-1.7	2.0	0	26	2	0.8	0.9	3
> CCCN(CCC)C(=O)c1cc2c(=O)n3cccc(C)c3nc2s1
→ -1.8	0.4	4.7	-5	24	-7	2.6	-3.8	30*
> Cc1ccc(Cl)cc1NC(=O)c1ccc(Cn2cc(Cl)cn2)cc1
→ -1.9	.	-0.2	-4	3	6	0.7	-2.8	8
> CC12CCC(=O)N1C(C(=O)Nc1nc3ccccc3s1)CS2 (stereo unspecified)
→ -2.0	-1.4	-2.5	-11	3	-4	-0.2	-2.5	-1
> COc1cccc(CNC(=O)C2CCCN(S(=O)(=O)c3ccc4c(c3)C(C)(C)C(=O)N4C)C2)c1 (stereo unspecified)
→ -4.8	-0.3	0.6	-3	19	4	0.0	-2.4	-3
> C(=N\Nc1nc2ccccc2[nH]1)/c1ccccn1
→ 0.4	.	-1.0	-1	4	-14	-0.5	.	-2
> CN(C)S(=O)(=O)c1ccc(C(=O)Nc2ccccc2F)cc1
→ 1.7	1.9	0.6	-2	10	1	-0.7	-3.8	-1
> CCOC(=O)c1cnn(-c2ccccc2)c1-n1cccc1C(=O)C(=O)Nc1ccccc1
→ -2.6	0.7	-0.4	-1	15	7	-0.2	5.5	0
> COc1cccc(CNCCc2ccc3c(c2)OCO3)c1OC
→ -3.0	0.8	0.3	-11	-1	-12	1.4	0.3	6
> CCOCCCNC(=S)N(CCO)Cc1cc2cc3c(cc2[nH]c1=O)OCCO3
→ 0.8	9.1	2.3	8	6	?	-5.1	-0.8	14
> CCOc1ccc(NCCC(O)c2ccc(F)cc2)cc1 (stereo unspecified)
→ .	1.2	-0.3	0	3	?	-1.9	0.8	0
> COc1ccc(NC(=O)C(NC(=O)CC2NC(=O)NC2=O)c2ccccc2)cc1 (stereo unspecified)
→ -1.3	.	-0.4	0	5	7	0.0	-3.2	4
> CCc1ccc(OCC(O)CN2CCC(CN3C(=O)c4cccc5cccc(c45)C3=O)CC2)cc1 (stereo unspecified)
→ -0.5	.	-0.1	-1	3	-8	0.2	3.1	4
> O=C(C1=C[C@@H](c2csc3ccccc23)C[C@@H](OCc2ccc(CO)cc2)O1)N1CCN(Cc2ccc3c(c2)OCO3)CC1
→ -5.1	-1.5&0.4&2.3	1.9	1	7	-7	0.8	-4.1	1
> CC(C)(C)c1ccc(S(=O)(=O)NC(=O)C2(C)CCN2C(=O)Cc2cccs2)cc1 (stereo unspecified)
→ 0.1	0.8	.	-7	-1	-7	0.0	.	1
> O=C(Nc1ccccc1)OCN1C(=O)c2ccccc2C1=O
→ -1.8	1.4	1.0	-2	6	-6	-2.3	1.3	-2
> FC(F)(F)c1nnc(-c2ccccc2)nc1N1CCCC1
→ -0.9	0.5	0.6	-2	-3	2	-0.8	-3.6	1
> CCOC(=O)c1csc(NC(=O)c2cc(OC)c(OC)c(OC)c2)n1
→ -3.0	-0.5	1.4	3	11	-3	0.3	2.6	1
> COc1ccc(-c2nnc(SC(C)C(=O)Nc3ccc4c(c3)OCCO4)o2)cc1 (stereo unspecified)
→ -0.3	0.7	0.3	1	-6	-24	0.5	1.0	2
> O=C(COC(=O)c1cc(-c2cccs2)nn1-c1ccccc1)Nc1cccc([N+](=O)[O-])c1
→ 0.8	0.5	-0.2	1	9	-4	0.0	3.6	1
> COc1cc(Br)cc2cc(C(=O)N3CCCCC3C)c(=O)oc12 (stereo unspecified)
→ -2.0	.	0.2	-3	7	-18	0.6	-2.6	-2
> COc1cc(NC(=O)CCCl)cc(-n2cnnn2)c1
→ -1.8	.	.	0	12	4	-1.4	-0.4	13
> COC(=O)c1cc(S(=O)(=O)NCC2CCN(Cc3ccc(Cl)cc3)CC2)c[nH]1
→ -0.8	-0.1	-0.6	-2	8	6	-1.8	-3.5	0
> CCOc1ncccc1C(=O)OCC(=O)N1CCN(S(=O)(=O)c2ccc(Cl)cc2)CC1
→ -1.9	0.5	0.2	1	-5	5	0.2	-1.1	-3
> CC(C)(C)c1cccc(Cn2nnc3ccccc32)c1O
→ -0.1	-0.9	5.1	3	15	4	0.2	-0.8	5
> O=C1CC(c2ccccc2)CN1C(=O)c1cncc(Br)c1 (stereo unspecified)
→ -2.2	.	0.5	-3	-7	-6	-0.3	-0.2	1
> C=CCN(c1ccccc1)S(=O)(=O)c1ccc(Cl)c(C(=O)OCC(=O)NCCCN2CCCC2=O)c1
→ -0.1	2.4	-1.0	-2	2	-7	-0.9	0.0	1
> N=c1oc2ccccc2cc1C(=O)NC1CCCCCC1
→ -1.5	-1.3	-0.2	-2	-9	4	2.0	0.7	3
> CN1C(=S)N2CCCN2C1c1ccccc1 (stereo unspecified)
→ -0.5	-1.1	-1.1	2	0	-1	2.2	1.5	-2
> Cc1c(NC2=NC(C)(C)Cc3ccccc32)c(=O)n(-c2ccccc2)n1C
→ -1.6	-0.7	0.6	-2	-2	-7	-0.2	3.4	-2
> CCOc1ccccc1-c1cc(-c2ccc(OC)cc2)nc2c1c(=O)n(C)c(=O)n2C
→ -2.0	-1.2	-0.2	0	3	-8	0.2	1.3	0
> COc1ccc([C@H]2CC(=O)C=C(c3cc(Cl)cc(Cl)c3)C2)cc1
→ -1.5	0.6	-0.3	-4	-6	0	0.1	4.6	-1
> Cc1ccc(S(=O)(=O)CCN2C=CC(C(F)(F)F)=NCC2)cc1
→ -4.6	-1.3	-0.9	0	2	?	0.6	0.2	-1
> Cc1ccc(C)c(C(=O)c2ccccc2NC(=O)c2ccccn2)c1
→ -3.4	0.4	0.1	7	-12	-9	-2.6	-2.6	1
> COc1ccccc1OCCn1cc(/C=C(\C#N)C(=O)NCc2cccs2)c2ccccc21
→ 0.4	-1.1	-1.5	1	6	-6	-1.7	1.2	-1
> COc1ccccc1S(=O)(=O)N(C)C[C@@H]1Oc2ncc(-c3ccc(C)cc3)cc2C(=O)N([C@H](C)CO)C[C@@H]1C
→ -2.4	1.1&-0.6	.	-7	1	-1	0.0	.	5
> CC(C)CN(CC(C)C)C(=O)CN1C(=O)NC2(CCCc3ccccc32)C1=O (stereo unspecified)
→ -1.1	.	-0.5	-8	2	-34	-7.3	-0.2	3
> CC(=O)c1sc(Nc2nc(C)cc(C)n2)nc1C
→ -0.8	-1.8	-0.4	5	24	-8	-0.4	2.3	1
> Cc1ccc(-n2nnc(-c3cnc4ccccc4c3)n2)cc1
→ -0.3	-1.4	-0.4	-9	0	-12	0.2	-1.3	-1
> O=C(O)c1cc(S(=O)(=O)N2CCN(S(=O)(=O)c3ccccc3)CC2)ccc1Cl
→ .	-2.9	0.1	-6	11	-1	-4.4	-2.3	-2
> Cc1c(C(=O)OCC(=O)NCCc2ccc(S(N)(=O)=O)cc2)oc2ccccc12
→ -0.9	-1.5	-0.2	2	2	0	1.3	0.2	5
> Cc1ccc(-c2noc(C3CCCCC3)n2)cc1
→ -2.2	.	-0.1	-6	-4	-6	-0.4	2.7	0
> COc1ccc(/C=C/C(=O)NCCOc2ccccc2OC)cc1
→ -1.2	.	0.0	-1	2	-1	-0.4	-1.2	0
> COc1ccc(CCNC(=O)C2(C)CCC(=O)N2Cc2ccc(C)cc2)cc1OC (stereo unspecified)
→ -0.5	-1.0	1.1	-5	9	29	1.1	0.4	6
> C(=N\Nc1ccc2ccccc2n1)/c1ccc2c(c1)OCO2
→ -0.6	0.7	-0.9	-6	4	-5	-1.3	3.5	5
> CCCn1c(CNc2ccc(Br)cc2)nc2ccccc21
→ -16	-0.8	-0.2	-3	11	-20	-2.0	1.0	2
> O=S(=O)(c1cc(Cl)cc(Cl)c1)N1Cc2cc(N3CCOCC3)ccc2-n2nncc2C1
→ -1.0	-3.1	.	-2	.	-7	0.2	.	1
> CCOCCCNC(=S)N1CCN(c2nc(-c3ccc(F)cc3)cs2)CC1
→ -3.1	3.1	15	1	3	?	-1.0	0.1	2
> CC(C)c1cc(NC(=O)CCl)on1
→ -0.2	.	-1.5	-2	8	1	0.3	-2.8	-2
> OC(c1cccc(F)c1)c1ncc(-c2ccc(C(F)(F)F)cc2)[nH]1 (stereo unspecified)
→ -2.9	3.2	.	-4	11	-4	-0.3	.	-2
> COc1ccc(-n2nnnc2SCC#CCO)cc1
→ 0.2	-0.5	-0.9	-1	2	3	2.5	-3.1	-1
> Cc1cc(C)c[n+](CC(=O)c2cc3ccccc3oc2=O)c1
→ -1.2	0.3	-1.8	-1	1	0	0.9	2.0	1
> COc1cc2c(cc1OC)-c1cc(OCc3cccnc3)nc(=O)n1CC2
→ -1.0	0.8	0.1	-2	40*	-4	-0.5	.	+
> COc1ccc(Cc2nnc(SCC(=O)N3CCc4ccccc4C3)o2)cc1
→ -1.3	-2.2	-1.0	-4	11	-8	-1.0	-1.3	0
> CC(C)(C)c1ccc(C(=O)NCC(=O)NCc2ccccn2)cc1
→ .	-1.3	0.6	-2	1	-3	-1.5	-1.7	-1
> CC(C)Oc1nc(-c2ccccc2Cl)nc2ccccc12
→ -2.2	.	1.2	-7	2	-9	-0.5	-0.8	-1
> C=CCOc1ccc(/C=C2\SC(=S)N(NS(=O)(=O)c3ccc(C)cc3)C2=O)cc1
→ 0.0	-0.6	-0.6	-16	13	?	2.8	-4.8	-2
> CCC(CC)C(=O)c1c[nH]c(C(=O)O)c1
→ -1.3	.	-1.2	8	5	9	1.4	-0.2	7

Single records, from the list above:
CCC(CC)C(=O)c1c[nH]c(C(=O)O)c1 in the list: FadD28 binding = -1.3; BioA inh = .; PfHsp40 yeast = -1.2; Anthrax LF prot = 8; GDH-TPI counter = 5; BoNT-F LC inh = 9; BoNT A protease = 1.4; UGM FP inh = -0.2; FBA Mtb inh = 7
COc1ccc(CCNC(=O)C2(C)CCC(=O)N2Cc2ccc(C)cc2)cc1OC (stereo unspecified) in the list: FadD28 binding = -0.5; BioA inh = -1.0; PfHsp40 yeast = 1.1; Anthrax LF prot = -5; GDH-TPI counter = 9; BoNT-F LC inh = 29; BoNT A protease = 1.1; UGM FP inh = 0.4; FBA Mtb inh = 6

From PubChem
